From PubChem BioAssay
HIF act: HIF pathway transcriptional activation. U2OS HRE-luciferase reporter, luminescence; normalized: DMSO 0%, desferrioxamine 100%. activation, % at 7.5 µM (by protocol). 300,000 tested, 0.32% active. AID 1910;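 active means mean activation of at least 10% of the iron chelator positive control signal, with at least half of replicates also reaching 10%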
Platelet DG rel: modulates dense granule release in human platelets | human platelet-rich plasma, SFLLRN dense granule ATP release, luminescence | inhibition, %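 (compounds screened at 7.5 µM in platelet-rich plasma)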 | 300,000 tested, 0.22% active | AID 1663;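 active means mean replicate score, as percent of positive control, at or above 50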
TRPC6 inh: mouse TRPC6 channel inhibition. B-score at 10 µM. HEK293-TRPC6, membrane potential dye, ACh-evoked depolarization; stronger effect = lower value. 310,000 tested, 1.1% active;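 active means B-score under library mean minus 3 SD, initial fluorescence not abnormally high, positive integrated signal ratio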;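 further: B-score derived from integrated fluorescence ratio over the kinetic read; more negative B-score means stronger inhibition of depolarization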
MrgX1 ag: agonists of human MrgX1 receptor | MrgX1-HEK293 cells, Fluo-4 calcium fluorescence, agonist mode; stronger effect = higher value | Q96LB2 | 310,000 tested, 0.44% active | B-score at 10 µM;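 active means calcium response B-score plate-corrected fluorescence ratio at least 3 library SD, with starting fluorescence B-score inside 5 SD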
Target sequence (Q96LB2 whole entry, looked up): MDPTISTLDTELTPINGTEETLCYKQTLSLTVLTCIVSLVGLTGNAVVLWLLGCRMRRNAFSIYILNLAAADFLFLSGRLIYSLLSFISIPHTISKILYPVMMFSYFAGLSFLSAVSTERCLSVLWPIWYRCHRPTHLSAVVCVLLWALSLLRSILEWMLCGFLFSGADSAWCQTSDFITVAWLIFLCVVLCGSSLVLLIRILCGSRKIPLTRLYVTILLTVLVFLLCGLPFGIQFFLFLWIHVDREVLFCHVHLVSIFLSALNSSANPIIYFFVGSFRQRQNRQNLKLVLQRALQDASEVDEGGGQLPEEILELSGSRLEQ
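Assay system: MrgX1-expressing HEK293 cells / Amount: fifteen thousand cells per well / Doses: test compound in the initial addition of three / Timing: cells plated overnight, dye loaded 0.5 h 37 °C, 0.5 h room temperature / Technique: kinetic calcium dye fluorescence, Fluo-4 NW / Control set: positive and negative controls per plate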
TRPC6 activator: activators of mouse TRPC6 channel. Q61143. HEK293-TRPC6 membrane potential dye fluorescence; stronger effect = higher value. B-score at 10 µM. 310,000 tested, 0.13% active. AID 2550;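 active means B-score of the integrated fluorescence ratio above library mean plus 3 SD, and starting fluorescence ratio within library mean plus 5 SD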;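 further: higher score means more depolarization so channel activation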
SKKanGAS inh: SKKanGAS growth inhibition; S. pyogenes SKKanGAS, kanamycin growth, BacTiter-Glo, 6 h; inhibition, % at 7.5 µM; 300,000 tested, 1.3% active; AID 1662;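 active means mean replicate score, as percent of positive control median, at least 50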;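 further: strain carries kanamycin resistance gene driven by streptokinase promoter and grows in 40 µg/ml kanamycin; loss of luminescence reflects streptokinase promoter inhibition or plain growth inhibition; 0% = median of DMSO wells and 100% = positive control at its reference dose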
MrgX1 allo act: human MrgX1 positive allosteric modulation, primary screen; Q96LB2; MrgX1-HEK293, Fluo-4 calcium flux, FDSS; stronger effect = higher value; B-score at 10 µM; 310,000 tested, 0.63% active;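 active means plate-corrected calcium response at least 3 library SD above typical, normal starting fluorescence, not activating the receptor alone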;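 further: compound read alongside a low EC10 to EC30 dose of BAM8-22 agonist; peak minus trough fluorescence over baseline measured at the second addition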
RGS4 block: inhibitors of human RGS4 | P49798 | HEK293 M3R/RGS4 inducible, Fluo-4 calcium flux; stronger effect = higher value; triggered by carbachol at its EC20 | B-score at 10 µM | 310,000 tested, 0.45% active | AID 463165;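 active means B-score, a plate-corrected calcium signal, over three deviations above library mean, with baseline fluorescence within five deviations of library mean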;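 further: RGS4 expression induced by doxycycline in cells with stable M3 receptor; B-score is computed from the integrated fluorescence ratio over baseline after carbachol; higher B-score means a larger calcium signal and so more RGS4 inhibition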
Target sequence (P49798 whole entry, looked up): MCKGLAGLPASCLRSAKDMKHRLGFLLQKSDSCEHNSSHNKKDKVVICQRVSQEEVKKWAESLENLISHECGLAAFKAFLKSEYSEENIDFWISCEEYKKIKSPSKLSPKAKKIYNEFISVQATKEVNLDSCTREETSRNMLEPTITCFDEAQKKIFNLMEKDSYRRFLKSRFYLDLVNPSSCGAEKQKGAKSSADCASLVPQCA
RGS4 pot: RGS4 potentiation or activation. HEK293 M3R/inducible RGS4, carbachol calcium flux Fluo4; stronger effect = lower value. B-score at 10 µM. 310,000 tested, 0.92% active;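 active means B-score of the integrated calcium signal more than 4 SD below the library mean, with starting fluorescence not abnormally high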;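 further: negative B-score means reduced calcium response which marks RGS4 activation or potentiation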
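Assay system: HEK293 FlpIn-TREx cells, stable M3R, doxycycline-inducible RGS4 / Probe or stimulus: carbachol, ECmax concentration / Times: overnight RGS4 induction, 30 min dye load 37 °C, 20 min compound RT / Signal: kinetic calcium fluorescence imaging with Fluo4-AM dye, 2 µM / Measure: Agonist-evoked peak-minus-minimum fluorescence over baseline, integrated ratio, B score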
TRPC4 inh: inhibitors of mouse TRPC4 channel; B-score at 10 µM; HEK293 TRPC4beta/mu-opioid, DAMGO-evoked Fluo4 calcium flux; stronger effect = lower value; Q9QUQ5; AID 2247; 300,000 tested, 0.39% active;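 active means B-score over 3 SD under the library average, no early fluorescence shift, positive overall ratio signal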
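Assay system: TRPC4beta/mu-opioid receptor HEK293 cell line; compound dosing: single concentration per test compound; detection: Fluo4 Ca2+ flux fluorescence; evaluation: per-well B score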
MrgX1 antagonist: antagonists of human MrgX1 receptor. MRGX1-HEK293 calcium flux, Fluo-4, BAM8-22 antagonism; stronger effect = lower value. 310,000 tested, 1.3% active. B-score at 10 µM. Q96LB2;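 active means calcium-response B-score plate-corrected more than 3 library SD below zero, starting fluorescence within 5 deviations, no agonist response on first addition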;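 further: peak minus trough fluorescence over baseline after final BAM8-22 challenge near maximal dose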
Active calls of the source: *; i = inactive; · = not tested or not shown.

SMILES	HIF act	Platelet DG rel	TRPC6 inh	MrgX1 ag	TRPC6 activator	SKKanGAS inh	MrgX1 allo act	RGS4 block	RGS4 pot	TRPC4 inh	MrgX1 antagonist
C=CCc1ccc(OCCOCCOc2cccc3ccc(C)nc23)c(OC)c1	-0.4	7.0	i	i	i	-5.5	i	i	i	i	i
CC(NCc1ccccc1OC1CCCC1)c1ccccc1 (centres undefined)	-0.1	1.5	-8.19*	i	14.5*	9.0	i	i	i	-6*	i
O=C(CSCc1ccc(F)cc1)Nc1ccc(F)cc1	0.5	-2.3	i	i	i	-5.9	i	i	i	i	i
NNC(=O)c1nnn(-c2nonc2N)c1CN1CCCC1	0.8	-8.9	i	i	i	5.1	i	i	i	i	i
CC(=O)c1c(C)[nH]c(C(=O)OCC(=O)Nc2ncc(Cl)c(C)c2Cl)c1C	0.1	4.7	i	i	i	2.4	i	i	i	i	i
COc1ccc(C(=O)O/N=C(/c2ccccc2)c2ccncc2)cc1	6.7	12.4	i	i	i	-3.8	i	i	i	i	i
Cc1ccc(-n2nc3ccc(NC(=O)c4cccc([N+](=O)[O-])c4C)cc3n2)cc1	1.0	-0.4	i	i	i	3.4	i	i	i	i	i
COc1ccc(CCN(C)C(=O)CSc2nnc(-c3ccco3)o2)cc1OC	0.2	13.6	i	i	i	-3.5	i	i	i	i	i
C=CCN1C(=O)C(Cc2ccccc2Cl)SC1=Nc1ccc(C(=O)O)cc1 (centres undefined)	-0.4	0.3	i	i	i	4.8	i	i	i	i	i
Cc1c(Br)c([N+](=O)[O-])nn1CC(=O)Nc1sc2c(c1C(=O)OC(C)C)CCC(C)C2 (centres undefined)	-1.5	9.2	i	i	i	4.0	i	i	i	i	i
CCC(C)NC(=O)CSc1nc2ccsc2c(=O)n1NC(=O)c1ccccc1 (centres undefined)	0.7	10.6	i	i	i	3.9	i	i	i	i	i
COc1ccc(/C=N/N=C(\N)c2nonc2N)cc1	-2.8	67.5*	i	·	i	-18.2	·	i	i	i	·
CC(C)Cc1cc(C(=O)Nc2ccc3c(c2)OCO3)no1	3.6	8.5	i	i	i	-3.4	i	i	i	i	i
CC(=O)C1=C(C)NC(=O)NC1c1ccc2c(c1)OCO2 (centres undefined)	1.2	6.1	i	i	i	1.9	i	i	i	i	i
Cc1nc(-c2cccc(N)c2)cs1	·	2.8	i	i	i	2.4	i	i	i	i	i
O=C(NC1CC(=O)c2sccc21)c1ccc(Cl)cc1Cl (centres undefined)	2.7	1.9	i	i	i	5.7	i	i	i	i	i
CC(C)(Cl)C1Cc2cc3ccc(=O)oc3cc2O1 (centres undefined)	1.5	9.8	i	i	i	-2.0	i	i	i	i	i
COc1cc(NC(=O)c2ccccc2)ccc1NC(=O)c1cc2ccccc2o1	-0.8	-6.8	i	i	i	2.8	i	i	i	i	i
N#C/C(=C\c1ccccc1)c1nc2ncccc2[nH]1	0.1	-2.5	i	i	i	0.5	i	i	i	i	i
CCOc1ccc2nc(NC(=O)CSc3nnnn3C3CCCCC3)sc2c1	0.7	2.8	i	i	i	16.3	i	i	i	i	i
COc1cc(/C=C(\NC(=O)c2ccccc2)C(=O)NCC(=O)O)c([N+](=O)[O-])cc1OC	-0.2	-3.5	i	i	i	0.7	i	i	i	i	i
O=C1COc2ccc(C(=O)/C=C/c3ccccc3)cc2N1	·	-7.4	i	32.8*	i	-13.5	i	i	i	i	i
O=C(O)c1ccc2c(c1)C(=O)N(c1cc([N+](=O)[O-])ccn1)C2=O	-0.9	-8.0	i	i	i	2.6	i	i	i	i	i
CC12CCC(=O)N1C(C(=O)NCCN1C(=O)S/C(=C\c3ccc(OC(F)F)cc3)C1=O)CS2 (centres undefined)	-46.5	-3.8	i	i	i	11.3	i	i	i	i	i
CC(C)=CC/C=C1\CCC(C(=O)O)C(C(=O)O)C1 (centres undefined)	0.0	-2.5	i	i	i	-0.2	i	i	i	i	i
CN(C)c1cccc2cccc(N(C)C)c12	-0.8	-5.6	i	i	i	0.9	i	i	i	i	i
COCC(=O)N(CCN(C)C)Cc1cc2cc3c(cc2nc1Cl)OCO3	0.7	1.6	i	i	i	-12.3	i	i	i	i	i
O=C(NC1(C(F)(F)F)N=C(c2ccccc2)NC1=O)c1ccc(Cl)cc1Cl (centres undefined)	0.1	11.9	i	i	i	-0.6	i	i	i	i	i
CC(NC(=O)c1ccc(F)cc1)c1ccc(F)cc1 (centres undefined)	0.7	-5.8	i	i	i	-2.4	i	i	i	i	i
Nn1c(SCC(=O)NCc2ccc3c(c2)OCO3)nnc1C1CC1	0.0	1.6	i	i	i	-7.1	i	i	i	i	i
Cn1c(NCCN2CCOCC2)nc2c1c(=O)n(Cc1cccc(Cl)c1)c(=O)n2C	0.0	2.6	i	i	i	-5.3	i	i	i	·	i
CC1CCc2nc3sc4c(c3c(N)c2C1)CCCC4 (centres undefined)	5.5	-7.2	i	i	i	2.6	i	i	i	i	i
CC1(C)CC2CC(C)(CN2C(=O)c2ccc([N+](=O)[O-])cc2)C1 (centres undefined)	-0.3	-0.4	i	i	i	23.2	i	i	i	i	i
CCOc1ccc(C(=O)Nc2ccc(NC(=S)NC(=O)CC)cc2)cc1Cl	0.2	-15.7	i	i	i	-4.9	i	i	i	i	i
COc1cc(SC)ccc1C(=O)NCCNC(=O)c1nonc1N	0.3	-0.3	i	i	i	1.8	i	i	i	i	i
Cc1ccc(C(=O)N2CCCCCC2)cc1S(=O)(=O)N1CCOCC1	-0.3	-2.1	i	i	i	-5.5	i	i	i	i	i
Cc1ccc2nc(-c3ccc(SCC(=O)Nc4cc(C)on4)nc3)[nH]c2c1	2.8	4.4	i	i	i	22.6	i	i	i	i	i
CC1CCN(C(=O)CN(C)S(=O)(=O)c2cccc3nsnc23)CC1	-0.5	-2.6	i	i	i	0.2	i	i	i	i	i
CN(C)CCCNCCNC(=O)/C=N\O	0.1	0.4	i	i	i	-2.7	i	i	i	i	i
Cn1c(C(=O)NCCN2CCOCC2)cc2sccc21	0.7	2.1	i	i	i	-2.2	i	i	i	i	i
O=C(/C=C/c1ccco1)N1CCC(Cc2ccccc2)CC1	2.1	1.8	i	i	i	4.4	i	i	i	i	i
Cc1ccc(C)c(N2CCN(c3ncccc3[N+](=O)[O-])CC2)c1	-0.9	3.2	i	i	i	42.6	i	i	i	i	i
CCOc1ccc(CSc2nc(C)cc(COC)c2C#N)cc1OCC	-1.2	-1.3	i	i	i	-11.1	i	i	i	i	i
O=C(N/N=C\c1ccc(F)cc1)c1cc(OCC(F)(F)F)ccc1OCC(F)(F)F	-4.7	-8.9	i	i	i	-2.1	i	i	i	i	i
COc1cc(/C=N/NC(=O)CSc2ccccn2)ccc1OC(C)C	0.8	-0.5	i	i	i	-2.6	i	i	i	i	i
CCCn1nc2cc(C(=O)NCCc3ccc(C)cc3)ccc2c1OCC	0.2	-2.1	i	i	i	-1.5	i	i	i	i	i
COC(=O)c1cc2sccc2n1Cc1nc(-c2ccc(Cl)cc2)oc1C	-0.5	2.1	i	i	i	0.7	i	i	i	i	i
Cc1ccc(CCNC(=O)CC(C)CC2=NS(=O)(=O)c3ccccc3N2)cc1 (centres undefined)	-0.4	4.3	i	i	i	9.0	i	i	i	i	i
Cc1ccc(C)c(C(=O)COc2ncnc3ccccc23)c1	1.2	-2.1	i	i	i	0.3	i	i	i	i	i
O=c1c(CN2CCN(Cc3ccccc3F)C(CCO)C2)coc2ccccc12 (centres undefined)	-0.4	0.4	i	i	i	-3.1	i	i	i	i	i
CCN(CC)CCn1c2c(c(SCC(=O)Nc3ccc4c(c3)OCCO4)nc1=O)CCCC2	0.3	18.7	i	i	i	2.3	i	i	i	i	i
O=C(Nc1ccnn1C1CCN(CC2CC=CCC2)CC1)c1ccccc1 (centres undefined)	-2.8	-3.7	i	·	i	1.9	·	i	i	i	·
CNc1c(N)c(=O)oc2ccccc12	1.5	-2.6	i	i	i	-2.6	i	i	i	i	i
O=C(NCNC(=O)c1ccccc1)c1ccccc1	0.3	-3.6	i	i	i	-1.7	i	i	i	i	i
COC(=O)c1ccc(NC(=O)CN(Cc2ccc(Cl)cc2)S(C)(=O)=O)cc1	0.2	5.5	i	i	i	0.8	i	i	i	i	i
c1cn(CCCNC2=NCCCCC2)cn1	0.7	-2.2	i	i	i	-7.1	i	i	i	i	i
Cc1ccc(OCCN2CCNCC2)c([N+](=O)[O-])c1	0.0	0.8	i	i	i	0.7	i	i	i	i	i
O=C(Nc1ccc(NC(=O)c2ccc(S(=O)(=O)c3ccccc3)cc2)cc1)c1ccccc1	-0.1	0.6	i	i	i	3.2	i	i	i	i	i
COc1cc(/C=C(/C(=O)O)c2ccc(-c3ccccc3)cc2)cc(OC)c1OC	0.6	-3.4	i	i	i	31.8	i	i	i	i	i
CCCc1cc(=O)oc2c(C)c(OCC(=O)NCc3ccccn3)ccc12	-0.8	4.6	i	i	i	-7.9	i	i	i	i	i

The results go on.
SMILES	HIF act	Platelet DG rel	TRPC6 inh	MrgX1 ag	TRPC6 activator	SKKanGAS inh	MrgX1 allo act	RGS4 block	RGS4 pot	TRPC4 inh	MrgX1 antagonist
COC(=O)C1=C(C)OC(N)=C(C#N)C1c1cc(OC)ccc1OC (centres undefined)	0.0	3.1	i	i	i	-3.2	i	i	i	i	i
COc1ccc(C)cc1NC(=O)Nc1cccc(C(=O)O)c1	-0.5	2.9	i	i	i	7.0	i	i	i	i	i
O=C(c1ccc(S(=O)(=O)N2CCCCCC2)cc1)N(c1ccccn1)C1CCCCC1	-0.2	6.0	i	i	i	7.2	i	i	i	i	i
CSCC[C@H](NC(=O)OC(C)(C)C)c1nnc(SCc2cccc(F)c2)o1	0.0	-6.5	i	i	i	2.0	i	i	i	i	i
Cc1nc(C(=O)Nc2ccccc2)sc1C(=O)Nc1ccccc1	3.4	-7.5	i	i	i	7.0	i	i	i	i	i
COCCCNC(=O)c1ccc([N+](=O)[O-])c(Cl)c1	0.4	-1.0	i	i	i	8.8	i	i	i	i	i
CSc1c(C#N)c(N)nc2sc(C(=O)c3ccc(Cl)c(Cl)c3)c(N)c12	-0.3	-6.9	i	i	i	12.5	i	i	i	i	-5.23*
COc1ccc(CNC(=O)N2CCN(c3ccccc3OC)CC2)cc1	-0.3	-14.3	i	i	i	1.4	i	i	i	i	i
CCCCC(CC)C(=O)N1CCN(C(=O)c2ccco2)CC1 (centres undefined)	-0.5	3.5	i	i	i	-7.0	i	i	i	i	i
